# Bioassay records as filed in PubChem.
# CHRM5 PAM = potentiates acetylcholine response at human M5 receptor. CHO-K1 hM5, Fluo-8 calcium, ACh EC20 PAM; 0% = ACh EC20, 100% = ACh EC100. 0.3% of 360,000 active. activation, % at 3 µM. P08912;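 active = activation above the run cutoff, the mean activation of all test compounds plus 3 SD, cut at about 18% in these data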
# Target sequence (P08912 whole entry, looked up): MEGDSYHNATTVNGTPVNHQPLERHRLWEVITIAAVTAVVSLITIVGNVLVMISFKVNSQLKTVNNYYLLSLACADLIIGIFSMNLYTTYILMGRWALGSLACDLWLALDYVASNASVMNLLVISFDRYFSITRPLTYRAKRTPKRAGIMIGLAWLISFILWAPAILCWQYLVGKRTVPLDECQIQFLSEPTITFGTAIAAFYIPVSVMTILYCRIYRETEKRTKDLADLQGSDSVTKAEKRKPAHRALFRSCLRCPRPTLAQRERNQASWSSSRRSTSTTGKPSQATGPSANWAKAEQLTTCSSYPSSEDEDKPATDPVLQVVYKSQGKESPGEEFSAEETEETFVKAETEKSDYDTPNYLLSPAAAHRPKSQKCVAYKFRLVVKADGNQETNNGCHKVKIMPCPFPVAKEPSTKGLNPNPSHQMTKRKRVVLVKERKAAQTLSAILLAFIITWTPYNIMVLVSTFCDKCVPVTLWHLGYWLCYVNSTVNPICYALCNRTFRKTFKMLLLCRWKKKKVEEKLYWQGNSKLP
#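 System: CHO-K1 cell line with stable human muscarinic M5 receptor expression | Also added: EC20 acetylcholine as agonist stimulus | Compound: One concentration, 3 µM final (nominal) | Timing: Fluo-8 loading 80 min at 37 °C plus 30 min room temperature | Measured by: Fluo-8 calcium dye fluorescence, kinetic read | Read-out basis: % activation, ACh-normalized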
# CHRM4 PAM = CHRM4 positive allosteric modulation; AID 624126; activation, % at 3 µM; P08173; CHO-K1 hM4/Gqi5, Fluo-8 calcium fluorescence, ACh EC20; 0% = ACh EC20, 100% = maximal ACh; 0.4% of 360,000 active;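 active = activation above its plate's cutoff, the mean activation of sample wells plus 3 SD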; note: some results filed as inactive read as strong as hits
# CHRM5 antagonist = blocks acetylcholine activation of human M5 receptor. 0.59% of 360,000 active. P08912. inhibition, % at 3 µM. CHO-hM5 cells, Fluo-8 calcium fluorescence, ACh EC80. AID 624040;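 active = inhibition above a per-plate cutoff, the mean of that plate's test compounds plus 3 SD, cut at about 27% in these data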;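 note: 0% = acetylcholine EC80 with DMSO and 100% = DMSO without agonist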
# M1 antag = human CHRM1 antagonism. AID 588852. inhibition, % at 3 µM. 1.3% of 360,000 active. CHO-K1 hM1, Fluo-8 calcium fluorescence, ACh EC80 antagonist;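 active = percent inhibition above its own plate's cutoff, namely the mean of that plate's compound wells plus 3 SD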;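 note: peak over basal fluorescence ratio during 140 s after agonist addition; 0% = ACh EC80 plus DMSO and 100% = DMSO alone without agonist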
# Target sequence (P11229 whole entry, looked up): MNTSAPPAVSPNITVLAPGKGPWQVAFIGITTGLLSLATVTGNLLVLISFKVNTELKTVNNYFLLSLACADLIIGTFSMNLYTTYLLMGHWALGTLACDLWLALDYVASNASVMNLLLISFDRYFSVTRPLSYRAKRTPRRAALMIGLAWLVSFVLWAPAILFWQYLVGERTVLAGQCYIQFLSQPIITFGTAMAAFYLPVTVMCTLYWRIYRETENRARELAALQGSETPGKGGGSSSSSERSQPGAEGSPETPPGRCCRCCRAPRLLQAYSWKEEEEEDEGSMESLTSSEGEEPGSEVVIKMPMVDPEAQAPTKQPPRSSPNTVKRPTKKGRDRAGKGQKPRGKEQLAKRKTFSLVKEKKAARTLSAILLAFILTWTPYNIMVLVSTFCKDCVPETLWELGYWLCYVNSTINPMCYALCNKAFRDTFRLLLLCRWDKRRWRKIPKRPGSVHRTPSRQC
# CHRM1 PAM = human CHRM1 positive allosteric modulation. CHO-K1 hM1, Fluo-8 calcium fluorescence, ACh EC20; 0% = ACh EC20, 100% = maximal ACh. activation, % at 3 µM. 0.088% of 360,000 active; in the data active = activation above about 19%, passing the limit was not always enough
# CHRM4 antagonist = blocks acetylcholine activation of human M4 receptor; 0.73% of 360,000 active; AID 624125; CHO-hM4 cells, ACh EC80, Fluo-8 calcium fluorescence; inhibition, % at 3 µM; P08173;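 active = inhibition above its plate's cutoff, the mean inhibition of sample wells plus 3 SD, cut at about 27% in these data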;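 note: 0% = acetylcholine EC80 with DMSO and 100% = DMSO without agonist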
# CHRM4 agonist = CHRM4 agonism in calcium assay. P08173. CHO-K1 hM4/Gqi5, Fluo-8 calcium fluorescence; vehicle 0%, full acetylcholine response 100%. activation, % at 3 µM. 0.14% of 360,000 active. AID 624127;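 active = activation above the run mean over all test wells plus 3 SD, cut at about 32% in these data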;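 note: peak over basal fluorescence ratio per well then scaled between controls; 0% = DMSO wells and 100% = acetylcholine at EC100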
# M5 ag = CHRM5 agonism in calcium assay; CHO-K1 hM5 cells, Fluo-8 calcium fluorescence; 0% DMSO wells, 100% maximal acetylcholine response; P08912; 0.19% of 360,000 active; AID 624037; activation, % at 3 µM;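 active = activation above the run's mean over test compounds plus 3 SD, cut at about 23% in these data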;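 note: signal is peak over basal fluorescence ratio across the kinetic read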
# CRFBP-R2 agonist = CRF-BP/CRF-R2 complex agonism; HEK293 CRF-R2/CRF-BP, calcium dye fluorescence (FLIPR); percent of saturating CRF peptide response; activation, % at 13.2 µM; 0.46% of 350,000 active;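 active = activation of at least 50%, plus an integration ratio under a set limit after plate pattern correction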;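 note: plate controls were neutral control wells without compound for no effect and CRF at EC100 for full effect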
# * hit, by the source's call; nt = not tested or not shown.
SMILES,CHRM5 PAM,CHRM4 PAM,CHRM5 antagonist,M1 antag,CHRM1 PAM,CHRM4 antagonist,CHRM4 agonist,M5 ag,CRFBP-R2 agonist
CCCCCNC(=O)C(c1ccncc1)n1c(=O)c(-c2cc3ccccc3[nH]2)nc2ccccc21 (centres undefined),-6,4,8,nt,nt,-5,14,0,nt
c1ccc(Sc2ncnc3c2oc2ccccc23)nc1,-2,3,-3,8,2,5,0,-1,-4.5
Cc1ccc(Cl)cc1N1CCN(C(=O)Cc2csc(Nc3nc(=S)[nH]c4ccccc34)n2)CC1,4,0,7,-14,8,-9,2,1,6.3
C[n+]1c(-c2ccccc2)cc2c(=Cc3ccccc3)c3ccccc3n21,-2,-5,21,46*,-27,10,2,-12,11
O=C(CSc1nc(O)c(C2CCCCC2)c(=O)[nH]1)Nc1ccc(Cl)cc1,2,25,9,-8,10,-3,0,-1,0.1
Cc1ccc(Nc2nc(N3CCOCC3)nc(N3CCOCC3)n2)cc1Cl,7,4,-5,-16,16,4,0,-3,1.1
CCN(CC)S(=O)(=O)c1ccc(N2CC(C(=O)N3Cc4ccccc4CC3C(N)=O)CC2=O)cc1 (centres undefined),1,6,12,-9,10,-2,0,-2,0.6
CCOc1ccc(NC(=O)CN(C)C(=O)CN2C(=O)NC3(CCCC3)C2=O)cc1OCC,-3,10,2,-5,6,-9,1,-3,-0.3
COc1cc(NC(=O)c2cccs2)c(C(=O)OCC(=O)NC(=O)NC(C)(C)C)cc1OC,-7,-1,1,-24,0,-3,5,-2,1.7
O=C(CN1C(=O)c2ccccc2S1(=O)=O)NC(Nc1ccccc1F)C(Cl)(Cl)Cl (centres undefined),-16,-7,19,-6,10,-3,5,-3,0.3
CCN1CCN(C(c2ccc(OC)c(OC)c2)c2nnnn2C(C)(C)C)CC1 (centres undefined),-3,0,-2,-10,-1,-10,1,-2,0.0
COc1cccc(OC)c1C(=O)Nc1ccc(C)cc1C(=O)c1ccccc1,-12,-4,5,5,-6,-7,5,-2,-1.4
COC(=O)C1=C(C)NC(=O)/C1=C\c1cccs1,4,0,3,0,2,-3,1,-2,-2.7
COc1ccccc1NC(=O)C1CC(C(C)C)OC1=O (centres undefined),-1,-6,0,21,-9,-3,1,-2,0.1
O=C(CCN1C(=O)c2ccccc2S1(=O)=O)NCc1ccccc1,-7,6,3,1,3,7,2,1,-0.9
O=C(C[n+]1cc(-c2ccc(F)cc2)n2c1CCC2)N1c2ccccc2Sc2ccccc21,-19,-17,97*,96*,-25,81*,1,-8,0.5
O=C(NCC(=O)N(c1cccnc1)C(C(=O)NC1CCCCC1)c1cccnc1)c1ccco1 (centres undefined),10,0,0,-28,5,4,0,-2,0.8
Cc1ccc2cc3cc(C(=O)N4CCCCCC4)oc3nc2c1,-1,3,-3,-18,2,-3,3,-2,1.2
Cc1ccccc1C(=O)Oc1ccc2ccc(O)cc2c1,2,2,-4,-13,5,-5,0,3,-0.1
O=C(c1cccc(F)c1)N1CCc2ccccc2C1,4,2,-8,-4,5,-2,1,-13,-1.5
Cc1ccc(C)n1-c1cc([N+](=O)[O-])ccc1-n1ccnc1,6,-5,-3,0,10,9,0,-7,-0.5
Cc1ccc(F)cc1NC(=O)CSc1n[nH]c(N)n1,2,7,3,3,3,10,0,2,0.6
Cc1ccc(CNC(=O)c2ccc(F)c(S(=O)(=O)N3CCOCC3)c2)cc1,5,6,7,2,4,-12,2,2,1.3
COc1ccc(C(=O)Nc2ccc(NC(C)=O)cc2)cc1S(=O)(=O)N1CCCCC1C (centres undefined),-7,8,4,-7,8,-5,0,-2,0.8
Cc1ccc(C)c(S(=O)(=O)c2c(C)cc(C)nc2Cl)c1,-1,-2,5,-11,15,-11,-1,-6,-2.3
SMILES,CHRM5 PAM,CHRM4 PAM,CHRM5 antagonist,M1 antag,CHRM1 PAM,CHRM4 antagonist,CHRM4 agonist,M5 ag,CRFBP-R2 agonist
c1ccc(-c2nnc(-c3ccccn3)nn2)nc1,-5,-6,13,7,-1,1,1,2,1.2
CNC(=O)Nc1nnc(C(C)(C)C)s1,-6,-2,-1,-3,3,3,1,-1,4.7
CC1(Br)C(Sc2ccccc2[N+](=O)[O-])=Nc2ccccc21 (centres undefined),-6,-6,-3,nt,nt,-3,-1,-4,nt
CCn1c(-c2cc(-c3cc(C)ccc3C)nc3ccccc23)n[nH]c1=S,0,-7,-5,11,-5,3,0,-2,-6.3
NC(=O)c1ccc2nc(NC(=O)c3ccc(N)cc3)sc2c1,3,-2,4,-8,8,-7,7,0,-3.4
COc1ccc(NC(=S)NN2CCN(C)CC2)cc1OC,-2,1,-3,-3,2,3,1,0,1.9
O=C(Cn1cc(COc2ccc3ccc(=O)oc3c2)nn1)c1ccc(O)cc1,0,7,-10,-5,1,-12,6,6,1.7
COc1ccccc1C(=O)Nc1ccnn1C1CCN(C/C=C/c2ccc(F)cc2)CC1,-10,-4,13,-11,3,-17,21,-6,-1.5
COc1ccc(CC(=O)NCc2n[nH]c(=S)n2-c2ccccc2OC)cc1,-4,-3,8,1,6,2,1,2,0.1
Cc1nc(NC(=O)CSc2nnc(Cn3nnc4ccccc43)n2C)sc1C,6,-3,-8,-1,-2,4,1,0,0.7
O=C1CN(CC(=O)Nc2ccc(Cl)cc2)CCN1,10,2,5,-6,3,-2,1,-3,1.3
COc1ccc(C)cc1NC(=O)CN1CCN(c2ccccc2F)CC1,-10,2,-7,-15,2,-1,1,-5,-0.7
COc1ccc(C(=O)C=Cc2cccs2)c(O)c1,6,4,4,-6,8,-2,1,3,-3.4
O=C(NC(=S)Nc1ccccc1N1CCOCC1)c1ccco1,-10,-5,10,9,0,-6,14,2,-1.0
Cc1ccc(N2C(=S)SC3CS(=O)(=O)CC32)cc1 (centres undefined),-2,5,5,-5,13,6,1,-1,-0.1
O=C(NCc1ccccc1Cl)C1CCN(c2cnccn2)CC1,1,2,4,-13,6,4,1,12,0.2
COc1ccc(C(=O)Nc2nc3ccc(S(C)(=O)=O)cc3s2)cc1OC,-10,-2,6,3,3,-18,10,1,-1.8
COc1cccc(-c2nc(C(N)=O)c3[nH]c(=O)n(-c4cccc(Cl)c4)c3n2)c1OC,5,5,-1,-5,5,2,1,3,-1.4
O=C(NCCNS(=O)(=O)c1ccc(C(F)(F)F)cc1)N1CCOCC1,-8,-3,9,-5,2,7,14,-1,-0.5
CC(C)(CNC(=O)CCNC(=O)c1ccc(Br)cc1)N1CCOCC1,2,9,0,-16,13,-6,0,1,-1.5
O=C(/C=C/c1ccc(Cl)c(Cl)c1)Nc1cccnc1,-6,-5,7,-9,2,-7,8,5,0.8
CCCCc1cc(=O)oc2cc(C)c(CN3CCCC3)c(O)c12,7,0,-17,-9,10,6,0,6,0.8
CCCCNC(=O)c1nc(C2CCNCC2)oc1-c1ccccc1,-1,1,4,nt,nt,6,2,0,nt
CCOC(=O)C1CCN(C(=O)c2ccc(Cl)c(Cl)c2)CC1,-2,8,-7,7,-6,-5,1,-3,-1.3
CCc1nc2c(OCc3ccc(OC(F)F)cc3)cccn2c1N(C)C(=O)c1ccc(OC)cc1,-5,-5,-7,0,-13,-8,1,-2,nt

# Limited to CHRM4 PAM, M5 ag and CHRM5 antagonist (3 entries from above):
molecule	CHRM4 PAM	M5 ag	CHRM5 antagonist
CCN1CCN(C(c2ccc(OC)c(OC)c2)c2nnnn2C(C)(C)C)CC1 (centres undefined)	0	-2	-2
CNC(=O)Nc1nnc(C(C)(C)C)s1	-2	-1	-1
CC(C)(CNC(=O)CCNC(=O)c1ccc(Br)cc1)N1CCOCC1	9	1	0

# With a hit mark in CHRM5 antagonist, of those listed so far:
SMILES	CHRM4 PAM	CHRM5 antagonist	M1 antag	CHRM1 PAM	CHRM4 antagonist	CHRM4 agonist	M5 ag	CRFBP-R2 agonist
O=C(C[n+]1cc(-c2ccc(F)cc2)n2c1CCC2)N1c2ccccc2Sc2ccccc21	-17	97*	96*	-25	81*	1	-8	0.5

# Remaining list, next part:
SMILES,CHRM5 PAM,CHRM4 PAM,CHRM5 antagonist,M1 antag,CHRM1 PAM,CHRM4 antagonist,CHRM4 agonist,M5 ag,CRFBP-R2 agonist
Cc1cccc(OCC(O)Cn2c(=N)n(CCN3CCOCC3)c3ccccc32)c1 (centres undefined),4,0,-1,-2,4,-7,0,-3,-2.3
O=C(c1c(F)cccc1F)N1CCCC(c2nc(-c3ccc(Cl)cc3)no2)C1 (centres undefined),-25,-10,28*,20,-13,-4,10,-4,1.1
Cc1c(-c2ccccc2)[n+](=O)c(-c2ccc(Cl)cc2)c(C)n1[O-],-11,0,30*,-4,-2,-2,16,-2,-1.5
CN(CC(=O)NC(=O)NCc1ccccc1)Cc1cccc(Cl)c1Cl,-6,-2,4,3,-5,16,-2,-3,0.2
CCc1nc(N(CC)CC)c2oc3ccccc3c2n1,0,10,2,-5,6,8,-2,-5,16
O=C(CN(CCc1ccccc1)C(=O)CNS(=O)(=O)c1ccc(F)cc1)NCc1ccco1,-1,1,-12,-10,-6,-7,4,-1,-0.2
Cc1ccc(C(=O)N2CCC(C)CC2)cc1C,-2,11,0,5,0,0,-1,-2,-0.3
COc1cc(CC(=O)Nc2cccc(SC)c2)cc(OC)c1OC,-13,5,2,12,-3,1,8,5,0.0
COc1ccc(C(=O)NNC(=O)C(NC(=O)c2cc(OC)cc(OC)c2)C(C)C)cc1 (centres undefined),-5,7,1,-6,5,1,0,0,-1.1
COc1ccccc1N1C(=O)c2ccc(C(=O)Nc3cccc(C(C)=O)c3)cc2C1=O,-2,3,2,-12,6,3,2,-1,-0.9
COc1cccc(NC(=O)CNS(=O)(=O)c2ccc3nc(C)sc3c2)c1,-6,4,0,-11,6,-6,2,-1,0.2
COC(=O)c1ccc(S(=O)(=O)N2CCOCC2)o1,4,7,1,1,1,1,0,-3,1.0
CCc1ccccc1NC(=O)c1sc2nc(C)cc(C)c2c1N,-7,0,15,-10,20,0,2,-2,1.1
CC(=O)NCCC(=O)Nc1nc(-c2c[nH]c3ccccc23)cs1,1,16*,-6,-7,6,-20,1,-1,1.1
Nc1ccc(C(=O)NN2C(=O)[C@H](Cl)C2c2ccc(Cl)cc2)cc1 (some centres undefined),5,5,5,-20,15,-13,2,2,0.7
O=C(CN1C2CCCC1CC(NC(=O)c1ccccc1)C2)Nc1nccs1 (centres undefined),-3,-4,3,-12,5,-5,1,-3,-0.9
N#C/C(=C1/CCCCCN1)c1nc2ccccc2s1,2,3,2,-8,2,-6,3,-4,2.6
Cc1ccccc1OCC(=O)Nc1ccc2[nH]ncc2c1,-2,2,11,-17,19,-4,2,1,0.2
CCN(CC)c1ccc(S(=O)(=O)N2CCOCC2)cc1NC(=O)CN1C(=O)NC2(CCC(C)CC2)C1=O (centres undefined),-2,8,8,-1,0,-6,1,-1,-0.2
COC(=O)C1CCN(C(=O)COC(=O)CNC(=O)c2ccc(Cl)cc2Cl)CC1,4,15,5,-6,10,-4,2,1,-0.4
CN1CCN(S(=O)(=O)c2ccc(Br)c3ccccc23)CC1,-4,1,10,1,18,0,5,-6,0.3
Nc1cc(C(=O)OCC(=O)N2CCCC2)ccc1Cl,-6,-2,-4,3,-5,-2,0,1,1.3
CC(C)NC(=O)NC(=O)COC(=O)c1c2c(nc3ccccc13)CCC2,-13,-4,20,20,-11,4,16,4,-0.7
COc1ccc(C(=O)Nc2nc3cc4c(cc3s2)OCO4)c(OC)c1,10,9,-8,-25,3,3,0,0,1.2
